# Source: PubChem (National Center for Advancing Translational Sciences (NCATS))
# MLL CXXC-DNA inh = qHTS Fluorescence Polarization Assay for Inhibitors of MLL CXXC domain - DNA interaction; Potency, µM (doses to about 115 µM), for the others: at the top dose activity change, negative = inhibition, most hits filed as inhibitors; Histone-lysine N-methyltransferase 2A (Homo sapiens), Q03164; MLL-CXXC / FITC-HOXA9 DNA fluorescence polarization; 0.037% of 290,000 active; active = well fitted inhibition curve with a large enough effect in the polarisation, with a control signal flat, not every such curve was filed as active; inconclusive = small, poorly fitted or top-dose-only effect, or effect the other way, or a change in a side signal; inactive = no such curve, though single readings can be large or run the other way; the % refers to the polarisation; also: potency is read from the fitted curve at half-maximal effect
#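 Steps: dispense CXXC domain solution (7 uM) → pin compounds or unlabeled HOX-A9 DNA control → 5 min ambient → add FLSN-HOX-A9 solution (50 nM) → spin → 30 min ambient → fluorescence polarization. Tris pH 7.5/NaCl/DTT/BSA buffer.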
# KCNH2 3.1 inh = qHTS for Inhibitors of KCHN2 3.1: Mutant qHTS; Potassium voltage-gated channel subfamily H member 2, brain isoform KCNH2 3.1 (human); U2OS KCNH2 3.1, thallium flux FluxOr; active compounds read low; activity change, % (tested at about 1.8 µM); 0.95% of 340,000 active;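 active = maximum activity change below -70%; inconclusive = maximum activity change from -70% to -50%; inactive = maximum activity change above -50%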;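 also: thallium influx rate constant from kinetic fluorescence after stimulation buffer; % is scaled to controls: 0 for no effect and ±100 for the full control effect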
#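 Kinetic fluorescence (2 min after stimulation buffer) measures Tl+ influx through KCNH2 3.1 expressed by viral transduction in U2OS cells; the rate constant is normalized against DMSO controls serving as positive and negative references.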
# USP2a block = qHTS Assay for Inhibitors of Ubiquitin-specific Protease USP2a Using CHOP2 as the Reporter; 0.01% of 330,000 active; Ubiquitin carboxyl-terminal hydrolase 2 (Homo sapiens), O75604; USP2 core, Ub-CHOP2 coupled fluorogenic reporter, 485/531; Potency, µM (series often up to 38.3 µM), for inactives: at the highest dose activity change, negative = inhibition, usual class: inhibitors;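 also: potency is read from the fitted curve at half-maximal effect; plate controls were DMSO wells for no effect and full inhibition by NEM control for full effect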
#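 Deubiquitinase activity read as fluorescence (485/531 nm) after Ub-CHOP2 cleavage activates the enterokinase reporter on its substrate; USP2 core 10nM, Ub-CHOP2 and substrate 25nM each, 30min compound preincubation then 60min RT; data normalized to NEM, curves fitted.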
# Giardia kill = Small Molecules that selectively kill Giardia lamblia: qHTS. Giardia lamblia trophozoite viability. activity change, % at 7.66 µM, hits read low. 0.15% of 340,000 active. AID 540267, 2011; in the data active = activity change below about -80%; inconclusive = between about -30% and that limit;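 also: parasites exposed to compound for two days anaerobically before the ATP read; % is scaled to controls: 0 for no effect and ±100 for the full control effect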
#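 Trophozoite viability was measured as ATP-dependent luminescence, read 15-30 min after reagent addition. Before that, parasites at 100 cells/well were exposed to compounds for 48 h, anaerobically, at 37 deg C.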
# PKM2 act = qHTS Assay for Activators of Human Muscle isoform 2 Pyruvate Kinase | Pyruvate kinase PKM (Homo sapiens), P14618 | purified PKM2, Kinase-Glo ATP luminescence, activation; response scale: 0% is enzyme alone, no compound | Potency, µM (highest dose often 57.5 µM), without a hit: top-dose activation, most hits filed as activators | 0.34% of 260,000 active | AID 1631, 2009; also: potency is read from the fitted curve at half-maximal effect; % is scaled to controls: 0 for no effect and ±100 for the full control effect; nearly all actives have a fitted effect of over 55% in size
#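 ATP formation by purified human PK-M2, quantified via coupled luciferase luminescence after 1 h at room temperature with 0.1 mM ADP and 0.5 mM PEP final.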
# KCNH2 WT inh = qHTS for Inhibitors of KCHN2 3.1: Wildtype qHTS | U2OS, BacMam KCNH2, thallium flux FluxOr; active compounds read low | activity change, % at 1.84 µM | 0.37% of 340,000 active;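 active = maximum activity change below -70%; inconclusive = maximum activity change between -70% and -50%; inactive = maximum activity change above -50%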; also: % is scaled to controls: 0 for no effect and ±100 for the full control effect
# Target sequence (Q12809 whole entry, looked up): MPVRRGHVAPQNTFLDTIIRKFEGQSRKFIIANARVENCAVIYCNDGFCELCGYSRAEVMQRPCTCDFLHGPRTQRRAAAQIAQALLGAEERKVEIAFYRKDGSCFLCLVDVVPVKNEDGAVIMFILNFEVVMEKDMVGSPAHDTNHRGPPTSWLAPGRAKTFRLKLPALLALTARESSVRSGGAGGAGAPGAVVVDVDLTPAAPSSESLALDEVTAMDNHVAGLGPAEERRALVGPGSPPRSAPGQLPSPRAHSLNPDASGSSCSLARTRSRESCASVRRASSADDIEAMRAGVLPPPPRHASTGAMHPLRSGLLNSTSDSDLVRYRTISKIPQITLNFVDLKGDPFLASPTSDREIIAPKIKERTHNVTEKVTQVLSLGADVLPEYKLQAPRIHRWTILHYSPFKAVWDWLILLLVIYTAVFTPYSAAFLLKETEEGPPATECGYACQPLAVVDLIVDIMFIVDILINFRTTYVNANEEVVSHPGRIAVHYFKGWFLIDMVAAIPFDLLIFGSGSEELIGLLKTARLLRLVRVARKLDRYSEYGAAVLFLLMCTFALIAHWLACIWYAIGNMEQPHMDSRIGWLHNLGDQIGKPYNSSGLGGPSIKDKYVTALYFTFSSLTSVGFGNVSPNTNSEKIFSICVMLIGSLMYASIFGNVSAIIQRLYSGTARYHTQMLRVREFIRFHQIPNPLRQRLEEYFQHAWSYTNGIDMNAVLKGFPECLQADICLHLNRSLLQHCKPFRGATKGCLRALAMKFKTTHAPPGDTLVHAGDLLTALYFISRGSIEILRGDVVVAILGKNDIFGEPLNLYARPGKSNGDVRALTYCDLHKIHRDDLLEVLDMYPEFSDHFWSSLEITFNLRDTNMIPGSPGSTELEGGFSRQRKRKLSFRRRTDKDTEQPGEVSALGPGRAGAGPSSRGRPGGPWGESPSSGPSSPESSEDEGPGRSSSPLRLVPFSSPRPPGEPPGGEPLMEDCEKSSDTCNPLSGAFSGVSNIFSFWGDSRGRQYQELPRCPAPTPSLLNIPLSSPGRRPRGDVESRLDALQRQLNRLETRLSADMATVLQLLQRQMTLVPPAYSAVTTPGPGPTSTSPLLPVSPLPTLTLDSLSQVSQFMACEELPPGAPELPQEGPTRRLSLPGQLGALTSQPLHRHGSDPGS
#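 U2OS cells transduced with wild-type KCNH2 virus are loaded with FluxOr dye for 45 min, and thallium flux is measured in kinetic reads before and after stimulation buffer. Rate constants are normalized to DMSO controls.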
# TRPV1 agonist = HTS Assay for Compounds that Act as Agonists of the Vanilloid Receptor 1. TRPV1-expressing cells, Fluo-8 calcium influx, agonist mode. 0.19% of 320,000 active. activation, % at 8.33 µM; in the data active = activation above about 80%; inconclusive = between about 30% and that limit; also: 0% is about no effect
#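 Fluo-8 calcium influx in TRPV1-expressing cells, kinetic read (ex 480/em 520 nm). Compound added and read 3 min for agonist activity, followed by capsaicin at EC20 final and 2 min further read for enhancement.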
# Coupling enz = qHTS Assay for Inhibitors of Fructose-1,6-bisphosphate Aldolase from Giardia Lamblia: Coupling assay counterscreen | coupling enzyme system counterscreen, AmpLite Red fluorescence | activity change, negative = inhibition, % at 58.2 µM, hits read low | 0.67% of 290,000 active; in the data active = activity change below about -30%; also: % is scaled to controls: 0 for no effect and ±100 for the full control effect
#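 Fluorescence at 525 nm excitation and 598 nm emission measured inhibition of the coupled detection system without aldolase. Compounds (at 57.5 uM final) were preincubated 10 min at room temperature with coupling enzyme reagent before a 20 min substrate/AmpLite Red step.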
# GALK inhibitor = qHTS Assay for Inhibitors of Human Galactokinase (GALK). Purified GALK, Kinase-Glo residual ATP luminescence. Potency, µM (series often up to 57.5 µM), for inactives: at the top dose activity change, negative = inhibition, most hits filed as inhibitors. 0.007% of 270,000 active. AID 1868, 2009; also: potency is read from the fitted curve at half-maximal effect; % is scaled to controls: 0 for no effect and ±100 for the full control effect
#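 5 nM enzyme, 35 uM ATP, 100 uM galactose, 20 mM HEPES pH8.0, 5 mM MgCl2; 1 h RT; residual ATP by Kinase-Glo Plus luminescence, qHTS format.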
# Menin MLL FP TR = qHTS Assay for Inhibitors Targeting the Menin-MLL Interaction in MLL Related Leukemias: Competition With Texas Red Labeled MLL-derived Mutant Peptide; Menin + Texas Red MLL mutant peptide, fluorescence polarization; Potency, µM (highest dose often 61.6 µM), for inactives: at the highest dose FP activity change, negative = inhibition, actives largely listed as inhibitors; 0.23% of 270,000 active; active = well fitted inhibition curve with a large enough effect in the polarisation, with a control signal flat, not every such curve was filed as active; inconclusive = small, poorly fitted or top-dose-only effect, or effect the other way, or a change in a side signal; inactive = no such curve, though single readings can be large or run the other way; the % refers to the polarisation; also: potency is read from the fitted curve at half-maximal effect; % of control where 0% means no effect; many of its hits are not listed in these tables
# B2AR arrestin = qHTS assay of beta-arrestin-biased ligands of beta2-adrenergic receptor; Beta-2 adrenergic receptor (Homo sapiens), P07550; beta-arrestin recruitment to beta2AR, cell-based reporter; AID 492947, 2010; Potency, µM (series often up to 46.1 µM), for the others: at the highest dose activation, most hits filed as activators; 0.02% of 330,000 active;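 also: potency is read from the fitted curve at half-maximal effect; 0% = DMSO controls and full agonism = EC100 isoproterenol or metaproterenol; nearly all actives have a fitted effect of over 65% in size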
# * = called active by the depositor; ? = inconclusive; nt = no result given; [ ] = another dose, or the depositor's remark. Unless noted, calls follow the shape of the dose curve; as a rule, active = well fitted curve in the direction sought with a large enough effect; inconclusive = small, poorly fitted or top-dose-only effect, or another doubt; inactive = no such curve, though single readings can be large; an effect the other way counts as inactive or inconclusive. This is a subset. The share of hits here may be higher or lower than overall.
SMILES,MLL CXXC-DNA inh,KCNH2 3.1 inh,USP2a block,Giardia kill,PKM2 act,KCNH2 WT inh,TRPV1 agonist,Coupling enz,GALK inhibitor,Menin MLL FP TR,B2AR arrestin
CC(=O)Nc1ccc(S(=O)(=O)Nc2cccc(-n3cnnn3)c2)cc1,11.6%,-10.9,1.6%,-4.5,nt,5.3,-3.4,nt,2.2%,nt,0.2%
O=C(O)Cc1ccc(C(=O)CSc2ccccc2)s1,39.5%[activator],19.7,-0.5%,-10.2,0.3%,12.9,1.4,15.0,-2.9%,nt,0.1%
COc1ccccc1/C=C/CN1CCC(Oc2ccc(C(=O)N3CCCCC3)cc2)CC1,2.9%,-7.7,1.7%,15.2,-0.9%,14.0,4.5,-3.8,2.9%,?,3.0%
COCCn1c(SCC(=O)N2CCCc3ccccc32)nc2cccnc21,-4.5%,-4.5,0.5%,-2.9,0.0%,5.9,0.3,-8.2,-0.4%,-12.8%,0.0%
CCc1nn(CC(=O)NCCN2CCOCC2)c(=O)c2cc3c(OC)cccc3n12,7.2%,22.3,-1.2%,17.7,0.1%,-16.2,-1.0,-4.0,8.2%,-15.5%,0.8%
CCCN1C(=O)C(Cc2nc3ccccc3c(=O)n2-c2ccccc2)c2ccccc21 (stereo unspecified),5.8%,-0.7,3.1%,-6.8,-0.2%,-2.7,13.8,4.8,0.6%,?,0.0%
CCOC(=O)COn1c(=O)c(-c2ccco2)[n+]([O-])c2ccccc21,2.0%,-22.7,0.0%,-14.6,20.2%,-6.8,-7.9,-22.1,-1.4%,13.9%,0.3%
COc1ccc2[nH]cc(C(=O)C(=O)N3CCCCC3)c2c1,-1.1%,7.5,0.3%,3.6,-1.1%,12.1,0.4,2.3,nt,-3.0%,-0.5%
CCN(CC)S(=O)(=O)c1ccc(Cl)c(NC(=O)CSc2cccc[n+]2[O-])c1,-4.0%,2.0,0.6%,-6.6,2.6%,-6.5,1.2,3.3,0.4%,nt,-0.4%
Cc1cc(C(=O)NNC(=O)c2ccc(S(=O)(=O)N(C)C)cc2)c(C)o1,8.4%,7.4,4.2%,15.1,-1.0%,-4.2,3.7,1.5,2.9%,3.1%,0.4%
COc1ccccc1NC(=O)C1=C(C)Nc2nc(CCCO)nn2C1c1cccnc1 (stereo unspecified),-0.6%,-2.8,-9.4%,-21.8,9.9%,-0.4,-1.0,1.7,0.3%,34.0%[activator],0.0%
Cc1cccc(NC(=O)CCNC(=O)c2ccco2)c1C,2.2%,-5.3,-3.1%,-13.9,-21.6%,-9.4,-2.2,2.0,13.0%,-6.8%,-0.3%
O=C(COC(=O)c1ccc2ncsc2c1)Nc1cc([N+](=O)[O-])ccc1Cl,nt,0.5,-0.9%,-16.7,nt,3.0,0.7,nt,nt,nt,0.1%
CC(C)c1nnc(NC(=O)C2CCN(C(=O)Nc3ccc(Cl)cc3)CC2)s1,0.2%,-8.4,-1.7%,30.7[activator],-7.9%,-9.5,3.4,0.8,4.8%,1.8%,-0.6%
CSCc1ccc(C(=O)NC(C)c2cnn(-c3ccccn3)c2C)o1 (stereo unspecified),3.0%,10.2,-0.9%,-8.7,-2.4%,-5.0,1.6,1.4,-4.0%,1.1%,-0.8%
COc1ccc(-c2noc(N3CCCC(C(=O)Nc4ccccc4F)C3)n2)cc1 (stereo unspecified),nt,7.1,1.2%,-1.7,-5.5%,-2.7,6.9,0.2,nt,1.6%,-1.0%
Cn1ccnc1Sc1ccc(C(N)=O)cc1[N+](=O)[O-],7.8%,1.5,-0.9%,-4.3,-3.3%,-27.0,0.0,-2.4,-1.5%,0.2%,-0.1%
CC(=O)c1ccc(OC(=O)CCc2ccccc2)cc1,36.3%[activator],-11.5,2.1%,6.6,62.5%,-3.6,19.0,2.7,-0.9%,-9.9%,-0.1%
COC(=O)c1c(C)[nH]c(C(=O)COC(=O)c2c(C)noc2C)c1C,nt,6.6,1.8%,-20.0,nt,5.0,4.3,nt,nt,nt,0.1%
NC(=O)c1ccc(SCC(=O)OCC(=O)N2CCCCC2)c([N+](=O)[O-])c1,nt,-4.9,-0.5%,-7.3,nt,1.4,1.9,nt,nt,nt,0.1%
COc1ccccc1C(=O)N/C(=C/c1ccc(Br)cc1)C(=O)NCC(=O)O,-1.4%,0.0,-1.6%,-6.0,7.5%,-6.9,-2.1,nt,2.7%,7.2%,-0.7%
COc1ccc(Oc2c(Cl)cnn(-c3ccc(Cl)c(Cl)c3)c2=O)cc1,4.8%,-21.8,-0.4%,10.9,-0.2%,26.7,-1.5,2.5,0.9%,14.6%,-0.1%
Cc1ccc(NC(=O)c2ccc3c(c2)N(CC(=O)N2CCCCC2)C(=O)C(C)(C)O3)cc1,-2.0%,-11.8,-1.1%,10.4,-1.6%,10.8,1.3,-0.4,-4.1%,-4.0%,-0.2%
NC(=O)c1c(NC(=O)c2cccnc2)sc2c1CCCC2,-1.0%,-2.9,0.0%,-4.7,19.7%,-1.2,-5.7,0.2,-1.5%,9.3%,0.1%
Cc1cc2nc3n(c2cc1C)CC1CC(C(=O)NCc2ccco2)N(C)C31 (stereo unspecified),-8.8%,-6.3,2.2%,9.1,2.5%,-1.5,2.1,-1.8,-4.6%,nt,0.4%
Cc1cc(C)c(-n2nnnc2SCC(=O)c2cc3ccccc3o2)c(C)c1,29.0%,2.9,0.8%,-5.1,-3.4%,0.2,-4.9,-0.8,nt,nt,-0.2%
COc1ccc(CNC(=O)CN(CC2CCCO2)C(=O)CNS(=O)(=O)c2ccc(F)cc2)cc1 (stereo unspecified),-9.5%,7.5,2.4%,-8.5,-0.7%,5.2,0.5,-2.0,-0.7%,-9.7%,0.5%
COc1cccc(NC(=O)COc2c(F)c(F)c(C(F)(F)F)c(F)c2F)c1,9.6%,1.7,2.8%,-4.7,-0.7%,-21.0,4.4,0.2,0.7%,7.0%,0.3%
CCO/C(C)=C1/SC(=S)NC1=O,89.6%[activator],7.2,0.3%,2.4,-0.4%,3.3,3.5,5.6,nt,nt,-1.3%
COc1ccc(NC(=O)CN(C)C(=O)c2ccc(N3CCCCC3)c([N+](=O)[O-])c2)cc1,nt,-33.7,0.0%,-21.0,nt,-1.8,?,nt,nt,nt,-0.1%
Cc1ccc(Nc2c([N+](=O)[O-])c(=O)n(C)c3ccccc23)cc1,11.8%,2.3,-2.6%,-0.1,0.6%,-1.1,-0.1,1.8,3.2%,5.2%,0.2%
C[N+](C)(C)CCOc1ccc([N+](=O)[O-])cc1,2.8%,-1.2,-0.7%,-5.3,2.7%,-8.6,-0.8,-0.2,4.5%,-20.5%,-0.2%
CCCC1CC(CCc2ccccc2)OS(=O)(=O)N1 (stereo unspecified),5.2%,-1.9,2.4%,-11.4,0.9%,7.1,-0.3,7.0,nt,-10.2%,-0.6%
Cc1cc(C)n2nc(CCCO)nc2n1,6.8%,-7.3,0.9%,4.7,4.1%,-15.5,1.7,1.9,-1.9%,7.4%,0.1%
Cc1cc(NC(=O)C(C)SCC(=O)N(Cc2ccccc2)c2ccccc2)no1 (stereo unspecified),nt,2.4,3.9%,-8.7,nt,0.8,3.3,nt,nt,nt,-0.4%
CC1CCN(C(=O)c2ccccc2NC(=O)Cc2ccccc2)CC1,9.9%,19.8,-0.3%,15.8,-0.3%,-2.0,-0.3,nt,-2.4%,nt,-0.2%
Cc1cc(N/N=C/c2ccncc2)c([N+](=O)[O-])cc1[N+](=O)[O-],-3.6%,6.4,0.9%,11.7,0.7%,2.3,1.9,-1.4,2.6%,nt,-0.8%
Cc1ccc(S(=O)(=O)NC2CC(C)(C)NC(C)(C)C2)cc1,-2.5%,-21.9,-8.1%,0.6,-4.9%,4.0,2.1,2.9,-0.2%,3.5%,-0.5%
